Screens from PubChem BioAssay.
Rac1 wt modul: alters GTP binding to wildtype human Rac1 | P63000 | GST-Rac1 beads, fluorescent GTP binding, flow cytometry; actives lie on both sides; 0 = cold GTP competed, 100 = untreated | GTP binding activity (% of control), % at 10 µM | actives 0.27% (n = 190,000) | AID 757;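 active means GTP binding activity at least 20 points away from the 100% control level, either lower or higher; inconclusive means compound flagged as likely green fluorescent, judged across all proteins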
Mcl1-Noxa inh: disrupts binding of human Mcl-1 to Noxa peptide; Q07820; TR-FRET Mcl-1/Noxa peptide binding, 2 h; inhibition, % at 21.7 µM; actives 1.5% (n = 220,000); AID 1022;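 active means compounds that cut the protein-peptide binding signal by more than 50% relative to plate controls in a single-dose test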;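 further: His-tagged Mcl-1 with rhodamine Noxa BH3 peptide and terbium anti-His antibody; 0% = Mcl-1 plus Noxa peptide wells and 100% = peptide-only wells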
Target sequence (Q07820 whole entry, looked up): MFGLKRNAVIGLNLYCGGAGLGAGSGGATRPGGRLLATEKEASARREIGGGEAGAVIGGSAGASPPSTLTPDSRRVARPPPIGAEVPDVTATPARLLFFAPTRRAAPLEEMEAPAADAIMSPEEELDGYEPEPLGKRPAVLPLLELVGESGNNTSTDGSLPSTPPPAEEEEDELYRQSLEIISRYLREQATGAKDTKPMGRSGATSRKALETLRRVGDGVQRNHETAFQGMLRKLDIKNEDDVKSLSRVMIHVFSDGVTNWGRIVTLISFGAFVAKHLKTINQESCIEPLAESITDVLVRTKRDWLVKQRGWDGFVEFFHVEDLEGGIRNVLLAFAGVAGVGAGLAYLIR
Rab2A wt mod: changes GTP binding to wildtype dog Rab2A, up or down; P61105; GST-Rab2 wt beads, Bodipy-GTP binding, flow cytometry; GTP binding activity, % at 10 µM; actives 0.19% (n = 190,000); AID 760;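 active means GTP binding activity at least 20 points away from 100%, either lowered or raised; inconclusive means signal likely due to the compound's own green fluorescence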;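 further: 0% = beads with excess unlabeled GTP and 100% = no-compound control corrected for plate trend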
Cdc42 wt GTP: modulators (inhibitors or activators) of GTP binding to human Cdc42 wildtype; P60953; GST-Cdc42 beads, Bodipy-GTP binding, flow cytometry; actives lie on both sides; percent activity (GTP binding), % at 10 µM; actives 0.2% (n = 190,000);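 active means percent activity GTP binding at least 20 points away from the 100% baseline, either down as inhibitor or up as activator; inconclusive means compound flagged as likely green fluorescent from well-wide comparison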;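 further: median bead fluorescence of bound Bodipy-FL-GTP at 100 nM; 0% = excess unlabeled GTP control and 100% = no compound control; below 100% means less GTP binding so inhibitor and above means activator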
Target sequence (P60953 whole entry, looked up): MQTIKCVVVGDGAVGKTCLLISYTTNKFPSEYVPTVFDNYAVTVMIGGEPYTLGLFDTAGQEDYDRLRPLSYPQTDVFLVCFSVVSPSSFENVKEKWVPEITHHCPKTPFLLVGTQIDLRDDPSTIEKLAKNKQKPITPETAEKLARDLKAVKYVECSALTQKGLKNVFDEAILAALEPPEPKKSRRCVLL
Mcl1 Bid PPI: disrupts binding of human Mcl-1 to Bid peptide | Q07820 | TR-FRET Mcl-1/Bid-Dy647 peptide binding, 1536-well | inhibition, % at 21.7 µM | actives 0.97% (n = 220,000);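 active means compounds that cut the binding signal by more than half at the single screening dose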;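 further: His-tagged Mcl-1 with europium anti-His antibody binding Bid BH3 peptide; 0% = Mcl-1 plus peptide wells and 100% = peptide-only wells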
GSH fluor: GSH bead compound fluorescence profile | fluorescence (KMESF) at 10 µM | actives 0.25% (n = 190,000) | GSH beads flow cytometry, compound fluorescence 488/530 nm; stronger effect = higher value; in the data active means fluorescence above about 89;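 further: glutathione beads carrying GST-tagged Bcl family fusion proteins plus one bare bead set; values are compound well signal with DMSO vehicle wells as background; inactives centre near 16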
Pf gametocyte: inhibitors of late stage P. falciparum gametocyte viability. P. falciparum stage V gametocytes, ATP luminescence, 24 h. inhibition, % at 10.9 µM. actives 0.065% (n = 150,000);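 active means inhibition above the mean plus 3 SD of compounds within the control limits, set per campaign, cut at about 38% in these data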;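 further: 0% = DMSO wells and 100% = medium only without gametocytes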
HRas wt GTP: modulators of GTP binding to human HRas wildtype. P01112. GTP binding activity, % at 10 µM. actives 0.14% (n = 190,000). AID 759. GST-Ras wt beads, Bodipy-FL-GTP binding, flow cytometry; actives lie on both sides;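 active means GTP binding activity at least 20% away from the 100% baseline, either lowered as inhibitor or raised as activator; inconclusive means flagged as likely green fluorescent, judged across all proteins in the well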;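 further: 0% = unlabeled GTP competition control and 100% = no-compound control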
Target sequence (P01112 whole entry, looked up): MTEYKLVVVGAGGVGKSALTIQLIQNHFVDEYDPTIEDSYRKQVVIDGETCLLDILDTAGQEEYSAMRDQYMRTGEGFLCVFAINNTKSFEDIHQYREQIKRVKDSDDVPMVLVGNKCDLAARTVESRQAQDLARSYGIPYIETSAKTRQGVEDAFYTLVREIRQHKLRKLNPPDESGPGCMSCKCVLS
Rac1 mut GTP: alters GTP binding to activated mutant human Rac1 | actives 0.11% (n = 190,000) | GST-Rac1 activated beads, fluorescent GTP binding, flow cytometry; actives lie on both sides; 100% means binding = to untreated wells | percent activity (GTP binding), % at 10 µM | P63000 | AID 764;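 active means GTP binding at least 20 percentage points away from the 100% baseline, in either direction, so actives lie on both sides; inconclusive means Compound likely fluorescent itself, or too few beads counted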
Avidin bead fluor: compound fluoresces at 488/530 nm on avidin beads. compound fluorescence 488/530 nm, flow cytometry; stronger effect = higher value. fluorescence (KMESF) at 10 µM. actives 0.38% (n = 220,000); in the data active means fluorescence above about 47; further: inactives centre near 10
Rab7 wt modul: alters GTP binding to wildtype dog Rab7 | GST-Rab7 beads, fluorescent GTP binding, flow cytometry; actives lie on both sides; untreated = 100%, excess cold GTP = 0% | GTP binding activity (percent of control), % at 10 µM | actives 0.055% (n = 190,000);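 active means fluorescent GTP binding to Rab7 beads changed by at least 20 points from the 100% baseline, either direction, mostly lower; inconclusive means compound itself probably fluorescent, or too few beads counted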;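 further: median green fluorescence of bound Bodipy-FL-GTP per Rab7 bead population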
* marks the source's active call; other numbers are inactive results; ? = inconclusive; · = no result given. Compounds were not picked by outcome. About 3% of those tested had a hit in this group.

SMILES	Rac1 wt modul	Mcl1-Noxa inh	Rab2A wt mod	Cdc42 wt GTP	Mcl1 Bid PPI	GSH fluor	Pf gametocyte	HRas wt GTP	Rac1 mut GTP	Avidin bead fluor	Rab7 wt modul
O=C(Nc1ccccc1)N1CCC(c2nc(-c3ccc(S(=O)(=O)N4CCOCC4)cc3)no2)CC1	101	18	102	102	-23	12	·	102	98	18	102
CC(/C=C/c1ccc(O)cc1)=N/O	97	12	96	94	-16	19	-9	98	93	·	99
CC(C)(C)c1ccc(NC(=O)COC(=O)C2=COCCO2)cc1	95	-7	96	96	-8	4	·	97	97	3	96
O=C(NC1CCCc2ccccc21)c1n[nH]c(=O)c2ccccc12 (stereo not given)	99	-8	98	94	-18	22	0	100	94	11	105
Cc1ccc(C2C=NN(c3ccccc3)C2=O)cc1 (stereo not given)	103	18	102	96	-45	25	·	101	97	10	105
N#Cc1cn(-c2ccccc2)nc1-c1ccccc1	96	-15	93	91	-9	25	0	93	93	21	94
CCC(C)C(NC(=O)c1ccc(Cl)cc1)C(=O)Nc1cccnc1 (stereo not given)	93	-12	96	94	8	10	-12	93	93	12	94
C=CCNC(=O)CN(c1ccccc1OCC)S(=O)(=O)c1ccc(C)cc1	104	-1	101	103	-4	18	·	101	103	38	100
O=[N+]([O-])c1cccc(C2=NCCS2)c1	101	4	100	100	-10	9	-122	101	100	3	102
Cc1nc2nc3c(cn2n1)C(=O)CC(c1ccccc1)C3 (stereo not given)	108	13	103	103	-6	28	8	103	101	5	101

Structural class, those above with four or more nitrogen atoms (two)
SMILES	Rac1 wt modul	Mcl1-Noxa inh	Rab2A wt mod	Cdc42 wt GTP	Mcl1 Bid PPI	GSH fluor	Pf gametocyte	HRas wt GTP	Rac1 mut GTP	Avidin bead fluor	Rab7 wt modul
O=C(Nc1ccccc1)N1CCC(c2nc(-c3ccc(S(=O)(=O)N4CCOCC4)cc3)no2)CC1	101	18	102	102	-23	12	·	102	98	18	102
Cc1nc2nc3c(cn2n1)C(=O)CC(c1ccccc1)C3 (stereo not given)	108	13	103	103	-6	28	8	103	101	5	101

Remaining list, next part:
SMILES	Rac1 wt modul	Mcl1-Noxa inh	Rab2A wt mod	Cdc42 wt GTP	Mcl1 Bid PPI	GSH fluor	Pf gametocyte	HRas wt GTP	Rac1 mut GTP	Avidin bead fluor	Rab7 wt modul
CN(C)C(=O)N1CCNCC1	102	-11	99	97	-2	9	·	98	95	11	106
CCOC1(OCC)C(c2ccc(Cl)cc2)C(C#N)(C#N)C1(OCC)OCC (stereo not given)	104	2	98	102	-38	31	11	99	101	13	98
Cc1ccc(Oc2nc3ccccn3c(=O)c2/C=C(\C#N)C(=O)Nc2c(C)n(C)n(-c3ccccc3)c2=O)c(C)c1	99	6	96	98	-65	16	-6	98	97	14	98
COc1ccc(-c2ccnc3nc(N4CCN(c5ccccc5)CC4)nn23)cc1	93	15	93	93	-29	33	·	98	92	14	97
Nc1c2c(=O)oc(-c3ccccc3)cc2nn1-c1ccccc1	102	9	90	98	-13	11	-4	97	95	23	95
Cc1ccc(CN2CCN(C3CCCC3)C(CCO)C2)s1 (stereo not given)	97	13	97	93	-6	23	·	97	95	10	94
COc1cc(C2NC(=S)NC(C)=C2C(=O)c2ccccc2)ccc1O (stereo not given)	100	25	97	95	-69	7	-19	100	97	12	104
Cc1ccc(CC(=O)NCc2ccc3c(c2)OCO3)cc1	100	5	97	101	-10	34	·	99	93	12	97
CC(=O)Nc1ccc(Oc2cnccn2)cc1	100	-10	100	99	-16	7	21	101	96	3	99
C=CCSc1nnc2c(n1)OC(c1c(C)[nH]n(-c3ccccc3)c1=O)Nc1ccccc1-2 (stereo not given)	101	8	97	96	-9	14	·	98	95	13	97

More structures.
SMILES	Rac1 wt modul	Mcl1-Noxa inh	Rab2A wt mod	Cdc42 wt GTP	Mcl1 Bid PPI	GSH fluor	Pf gametocyte	HRas wt GTP	Rac1 mut GTP	Avidin bead fluor	Rab7 wt modul
CCOc1ccccc1N1C(=O)CC(N(O)c2ccccc2)C1=O (stereo not given)	?	-1	?	?	-26	13	·	?	?	7	?
Cc1nn(-c2ccccc2)c(C)c1-c1cc(C(=O)N/N=C/c2cccnc2)[nH]n1	95	11	100	97	-18	11	13	96	95	9	103
COc1ccc(NC(=O)C23CCC(C2)C(C)(C)C3=O)cc1 (stereo not given)	103	11	102	101	-16	30	·	100	99	15	101
O=C(Nc1ccccc1)C1=C[C@H](c2csc3ccccc23)C[C@H](OCc2ccc(CO)cc2)O1	100	-3	96	98	4	20	·	97	95	8	97
Cc1ccc(Nc2nnns2)cc1	100	-7	102	103	1	20	·	102	99	8	100
CCN(CC)S(=O)(=O)c1ccc(C(=O)NCc2ccc3c(c2)OCO3)cc1	97	5	96	95	5	9	-14	94	94	15	95
Cc1ccc(-c2csc(=S)[nH]2)cc1	100	-5	100	99	-67	16	-15	98	93	11	103
CC1CCCCN1CCNC(=O)C1CC(=O)N(c2ccc(F)c(Cl)c2)C1 (stereo not given)	99	9	97	100	-20	36	·	96	97	11	95
COc1cc2c(cc1NC(=O)CSCC(=O)O)oc1ccccc12	101	18	101	102	-26	5	-1	103	100	7	105
O=C(N/N=C\c1ccc2c(c1)OCO2)c1ccc(Cn2cc(Br)c([N+](=O)[O-])n2)o1	97	34	94	93	-20	12	2	92	94	12	93

Remaining list, next part:
SMILES	Rac1 wt modul	Mcl1-Noxa inh	Rab2A wt mod	Cdc42 wt GTP	Mcl1 Bid PPI	GSH fluor	Pf gametocyte	HRas wt GTP	Rac1 mut GTP	Avidin bead fluor	Rab7 wt modul
Cc1cccc(CN2CCC(C(N)=O)CC2)c1	109	2	104	106	-1	16	-26	102	101	6	105
CC(C)(C)NC(=O)Cc1ccc(Cl)c(Cl)c1	98	4	97	94	-19	13	-4	96	95	10	96
COc1ccc(-c2cc(=O)c3ccccc3[nH]2)cc1	104	5	103	100	9	18	·	100	99	10	100
CCCOC(=O)c1c(NC(=O)CSc2nc(-c3ccco3)cc(C(F)(F)F)n2)sc(C(=O)OC)c1C	103	1	100	103	-9	17	-10	101	98	6	102
O=C(Cc1ccc(F)cc1)Nc1ccc(F)c([N+](=O)[O-])c1	100	1	103	104	-14	11	·	103	95	17	106
O=c1c(-c2ccccc2)coc2c(CN3CCCC3)c(O)ccc12	103	3	99	101	-9	15	14	100	97	10	97
CCOC(=O)c1cnc2ccc(OCC)cc2c1NCc1cccnc1	101	24	99	98	5	5	17	98	96	1	95
COc1ccc(OCC(O)Cn2c(=N)n(CCN3CCCCC3)c3ccccc32)cc1 (stereo not given)	99	-2	101	98	-30	16	·	99	102	15	99
Cc1ccc(S(=O)(=O)N2CCCC2C(=O)O)cc1 (stereo not given)	102	-4	99	104	17	33	·	101	99	4	100
CCN1/C(=C/c2ccc3cccc(C)c3[n+]2CC)Sc2ccccc21	99	-13	98	100	-12	55	-17	100	96	7	99

Continuation.
SMILES	Rac1 wt modul	Mcl1-Noxa inh	Rab2A wt mod	Cdc42 wt GTP	Mcl1 Bid PPI	GSH fluor	Pf gametocyte	HRas wt GTP	Rac1 mut GTP	Avidin bead fluor	Rab7 wt modul
COc1ccc(NC(=O)CSc2nncs2)cc1OC	103	6	101	102	-19	10	·	102	100	9	102
COc1cccc(/C=C2/CN(C)CC3=C2OC(N)=C(C#N)C3c2cccc(OC)c2)c1 (stereo not given)	107	21	101	102	-19	30	21	102	98	38	98
Cc1cc(-n2ccc(=O)[nH]c2=O)nc(-c2ccccc2)n1	107	15	106	108	-27	21	·	108	102	14	103
CC(C)(C)n1nnnc1C(c1ccccc1)N1CCc2ccccc2C1 (stereo not given)	104	-4	98	102	-20	24	·	102	100	15	100
CCn1c(C)nc2cc(C(=O)N/N=C/c3cccc(OC)c3O)ccc21	91	65*	92	87	-38	14	-44	95	93	14	102
CN(C)C(=O)CSc1nc2ccccc2c(=O)[nH]1	100	-3	95	98	-2	24	26	97	95	165*	97
O=C(Nc1cccnc1)C1(F)C(F)(F)C(F)(F)C(F)(F)C(F)(F)C1(F)F	107	19	100	105	28	10	3	101	101	24	100
Cc1ccccc1CN1CCN(C(=O)c2cccc(F)c2)CC1	?	14	?	?	47	45	·	?	?	4	?

Structural class: those above containing a furan ring, fused or not
SMILES	Rac1 wt modul	Mcl1-Noxa inh	Rab2A wt mod	Cdc42 wt GTP	Mcl1 Bid PPI	GSH fluor	Pf gametocyte	HRas wt GTP	Rac1 mut GTP	Avidin bead fluor	Rab7 wt modul
COc1cc2c(cc1NC(=O)CSCC(=O)O)oc1ccccc12	101	18	101	102	-26	5	-1	103	100	7	105
O=C(N/N=C\c1ccc2c(c1)OCO2)c1ccc(Cn2cc(Br)c([N+](=O)[O-])n2)o1	97	34	94	93	-20	12	2	92	94	12	93
CCCOC(=O)c1c(NC(=O)CSc2nc(-c3ccco3)cc(C(F)(F)F)n2)sc(C(=O)OC)c1C	103	1	100	103	-9	17	-10	101	98	6	102
